FEN1 inh = qHTS Assay for the Inhibitors of Human Flap endonuclease 1 (FEN1) | Recombinant FEN1 flap cleavage, fluorescence, 15 min | Potency, µM (titrated, usually from 114 µM), inactives show at the highest dose activity change, negative = inhibition, usual class: inhibitors | hit rate 0.35% among 390,000 | P39748; note: nearly all actives have a fitted effect of over 65% in size
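Steps: FEN1 (10 nM) dispensed; compound added by pin tool; 15 min at room temperature; substrate added to 50 nM final; reads at 0 min and 15 min; data normalized and fitted (four-parameter Hill).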
GCN5L2 inh = qHTS Assay for Inhibitors of GCN5L2; GCN5L2 HAT assay, ThioGlo1 CoA-SH fluorescence; Histone acetyltransferase KAT2A (Homo sapiens), Q92830; hit rate 0.21% among 390,000; Potency, µM (highest dose often 58.9 µM), without a hit: at the highest dose activity change, negative = inhibition, usual class: inhibitors
Target sequence (Q92830 whole entry, looked up): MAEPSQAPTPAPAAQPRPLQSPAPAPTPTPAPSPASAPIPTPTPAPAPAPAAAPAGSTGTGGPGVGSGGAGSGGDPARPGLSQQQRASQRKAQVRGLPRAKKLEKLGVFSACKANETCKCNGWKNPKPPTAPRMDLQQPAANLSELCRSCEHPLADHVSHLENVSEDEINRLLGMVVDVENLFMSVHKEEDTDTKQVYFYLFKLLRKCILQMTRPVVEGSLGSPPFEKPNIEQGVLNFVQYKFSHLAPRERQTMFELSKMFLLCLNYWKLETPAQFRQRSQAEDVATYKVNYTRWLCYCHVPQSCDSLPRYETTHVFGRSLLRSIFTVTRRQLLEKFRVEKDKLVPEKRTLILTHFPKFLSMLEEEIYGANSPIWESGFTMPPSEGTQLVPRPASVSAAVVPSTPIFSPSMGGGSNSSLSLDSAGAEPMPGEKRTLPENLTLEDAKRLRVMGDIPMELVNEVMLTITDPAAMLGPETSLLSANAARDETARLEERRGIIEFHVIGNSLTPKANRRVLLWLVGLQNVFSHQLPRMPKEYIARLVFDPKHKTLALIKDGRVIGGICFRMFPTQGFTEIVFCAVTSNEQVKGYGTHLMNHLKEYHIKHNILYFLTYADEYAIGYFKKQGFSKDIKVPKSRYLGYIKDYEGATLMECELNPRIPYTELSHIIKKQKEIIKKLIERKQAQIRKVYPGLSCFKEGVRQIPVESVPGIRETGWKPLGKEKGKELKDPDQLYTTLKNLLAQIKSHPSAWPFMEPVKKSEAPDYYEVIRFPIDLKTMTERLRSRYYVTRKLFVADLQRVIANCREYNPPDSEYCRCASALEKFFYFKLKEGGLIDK
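ThioGlo1-coupled HAT assay: 20nM GCN5L2, 70uM acetyl-CoA, 75uM H3(1-25) peptide, pH 7.5. Fluorescence read at 340/540nm at start and after 20 min at room temperature.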
DT40 TDP1 CPT = qHTS for Inhibitors of human tyrosyl-DNA phosphodiesterase 1 (TDP1): qHTS in cells in presence of CPT; Potency, µM (doses to about 46.2 µM), for inactives: top-dose activity change, negative = growth inhibition, usual class: inhibitors; chicken DT40 Tdp1-/-;hTDP1 cells + 20 nM CPT, ATP luminescence, 48 h; hit rate 12% among 420,000; AID 686979, 2013; note: nearly all actives have a fitted effect of over 55% in size
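Cell growth measured by CellTiter-Glo luminescence after a minimum 48 h, 37 C compound exposure with 20 nM CPT in Tdp1-knockout DT40 cells stably expressing hTDP1, seeded 400/well; qHTS titration format.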
Active calls of the source: *; i = inactive; ? = inconclusive; / = not tested or not shown; & = joins results of further samples; [ ] = remark or other dose. Calls come from the whole dose curve; as a rule, active = well fitted curve in the direction sought with a large enough effect; inconclusive = small, poorly fitted or top-dose-only effect, or another doubt; inactive = no such curve, though single readings can be large; an effect the other way counts as inactive or inconclusive. % is set by controls: 0 for no effect and ±100 for the full control effect; potency is the fitted concentration of half-maximal effect. An excerpt; rates above refer to the full screens.

SMILES	FEN1 inh	GCN5L2 inh	DT40 TDP1 CPT
COc1ccccc1NS(=O)(=O)c1cccc(C(=O)N(C)Cc2cccs2)c1	4%	-3%	23µM*
COC(=O)Cn1cc(C(=O)C2CC2)c2ccccc21	11%	-15%	-1%
Cc1coc2c(C)c3oc(=O)c(CCC(=O)NCCc4ccc(Cl)cc4)c(C)c3cc12	2%	4%	?
CCOC(=O)c1sc2ccccc2c1OC(=O)c1ccccc1	-17%	-2%	5%
O=S1(=O)CCN(Cc2ccccc2Cl)CC1	0%	-12%	8%
COCCn1c(=O)c(-c2ccc(F)cc2)nc2cnc(Oc3cccc(Cl)c3)nc21	/	-24%	11%
O=C(NCc1ccccc1)c1ccc(Cl)c(NC2=NC3CS(=O)(=O)CC3S2)c1 (configuration not stated)	18%	-27%	-12%
COc1cc(C(=O)OCCCOC(=O)c2cc(OC)c(OC)c(OC)c2)cc(OC)c1OC	1%	1%	?
CC(C)[C@H](NC(=O)c1ccco1)C(=O)OCC(=O)N1CC(=O)Nc2ccccc21	0%	0%	0%
CC(C)CCCN1C(Nc2ccccc2)=NC[C@@H]1CC(C)C	8%	1%	?
COc1ccc(C(=O)Nc2ccc(OC)c(OC)c2)cc1	3%	2%	-21%
O=C(N/N=C\c1c(O)ccc2ccccc12)c1ccc(S(=O)(=O)N2CCCCC2)cc1	1%	-5%	3.3µM*

2 records picked at random from the list so far:
SMILES	FEN1 inh	GCN5L2 inh	DT40 TDP1 CPT
COc1cc(C(=O)OCCCOC(=O)c2cc(OC)c(OC)c(OC)c2)cc(OC)c1OC	1%	1%	?
CCOC(=O)c1sc2ccccc2c1OC(=O)c1ccccc1	-17%	-2%	5%

Carrying on:
SMILES	FEN1 inh	GCN5L2 inh	DT40 TDP1 CPT
Cc1cc(C)cc(NC(=S)N2CCC(C(=O)c3ccc(F)cc3)CC2)c1	8%	/	-7%
Cc1ccc(CSCCNC(=O)/C=C/c2ccccc2Cl)cc1	?	-6%	-2%
COc1ccc2nc(SCC(=O)NC3CC3)c(C#N)cc2c1	-1%	-3%	4%
COc1ccc(S(=O)(=O)NCCS(=O)(=O)N2CCN(c3ccccc3)CC2)cc1C	-2%	-11%	18µM*
COc1cc(OC)cc(C(=O)NC2CCSc3ccccc32)c1 (configuration not stated)	-1%	0%	?
O=C(NCC1CCCO1)c1ccc2c(c1)OCO2 (configuration not stated)	-5%	-7%	2%
Cc1nc(-c2ccccc2)cs1	-12%	-10%[0.501 µM]	-4%
Cc1nc(Nc2ccc(S(=O)(=O)N3CCCCC3C)cc2)c2nnn(Cc3ccccc3)c2n1 (configuration not stated)	-21%	?	?
O=C(c1cc(Cl)nc2ccccc12)N(Cc1nnc(-c2ccc(Cl)cc2)o1)C1CC1	15%	0%	12µM*
CCc1ccc(C(=O)Cc2cc3cccc(OC)c3oc2=O)cc1	-19%	0%	-2%
CCOc1ccc(C(=O)NC(C)C2COc3ccccc3O2)cc1 (configuration not stated)	1%	1%	-23%
CCOC(=O)C1(Cc2cccc(Cl)c2)CCCN(C(=O)c2ccc(C)nc2)C1 (configuration not stated)	2%	-8%	?
Cc1[nH]n(-c2ccccc2)c(=O)c1C(C[N+](=O)[O-])c1ccc(Cl)cc1 (configuration not stated)	-2%	-5%	3.3µM*
Cc1cc(C(=O)CN2C(=O)c3ccccc3S2(=O)=O)c(C)n1-c1ccccc1	-9%	-6%	21µM*
COc1ccccc1-n1c(SCC(=O)O)nc2c(sc(=S)n2-c2ccc(C)c(C)c2)c1=O	-5%	-2%	8%
Cc1cc(NC(=O)C2CC(c3ccc(F)cc3)=NO2)n(-c2ccccc2)n1 (configuration not stated)	-9%	-3%	-2%
CC(C)(C)[C@H]1C=C(C(N)=O)O[C@@H](OCCCCO)C1	11%	-5%	-22%
COc1ccc(/C=C(/NC(=O)c2ccc(Br)cc2)C(=O)N2CCOCC2)cc1	0%	-6%	15%
Cc1cc(NC(=O)NC(=O)c2ccccc2NC(=O)C(C)N)ccc1Oc1ncc(Br)cn1 (configuration not stated)	5%	/	0.65µM*
O=C(/C=C/c1ccco1)Nc1cccnc1Cl	4%	-1%	-29%
COc1ccccc1C(=O)COC(=O)C1(C)CC1(Cl)Cl (configuration not stated)	-10%	-2%	7%
N#Cc1ccc2ccn(CC(=O)N3CCCc4ccccc43)c2c1	6%	-2%	?
COc1ccc(C2C(C(C)=O)=C(O)C(=O)N2c2ccc(Br)cn2)cc1 (configuration not stated)	-6%	-3%	-14%
Cc1c(O)nc(SCC(=O)Nc2ccc3c4c(cccc24)CC3)n(-c2ccccc2)c1=O	-12%	-5%	-18%
CC(=O)N[C@@H](CC(C)C)C(=O)O	/	0%[21.4 µM]	-6%
O=c1c(S(=O)(=O)c2ccccc2)cn(Cc2ccc(F)cc2)c2cc(N3CCCCC3)c(F)cc12	8%	-2%	?
Cc1cc(NC(=O)CSc2nc(N)c(NC(=O)c3ccccc3F)c(=O)[nH]2)no1	1%	0%	?
CN1N=C(/C=C/c2ccccc2)CCC1=O	1%	-16%	1%
Cc1ccc(NC(=O)CSc2nc(=O)cc(N)n2-c2ccccc2)cc1	6%&1%	-6%&-1%	-19%&6%
CC1CCCC(C)N1C(=O)COC(=O)C1CCN(S(=O)(=O)c2ccc3c(c2)OCCO3)CC1 (configuration not stated)	i	-1%	3%
CCOc1ccccc1N(CC(=O)Nc1cc(OC)ccc1OC)S(=O)(=O)c1ccccc1	-23%	-3%	?
Cc1ccc(CNC(=O)CO/N=C/c2ccc(C(C)(C)C)cc2)cc1	-2%	-1%	?
O=C1Cn2c(nc3ccccc32)-c2ccccc2N1	-3%	-2%	-17%
CC(C)CCNC(=O)CN(C(=O)CCC(=O)Nc1ccccn1)c1ccc2c(c1)OCO2	38%	-1%	-13%
C/C(=C1/SC(N2CCCC2)=NC1=O)c1ccc(Br)cc1	6%	-2%	?
O=C(NCCc1ccc2c(c1)OCCO2)c1cc(S(=O)(=O)N2CCCC2)ccc1Cl	0%	-14%	18µM*

Ordered by molecular weight (smallest number first): some entries from above
SMILES	FEN1 inh	GCN5L2 inh	DT40 TDP1 CPT
CC(=O)N[C@@H](CC(C)C)C(=O)O	/	0%[21.4 µM]	-6%
CN1N=C(/C=C/c2ccccc2)CCC1=O	1%	-16%	1%
O=C(/C=C/c1ccco1)Nc1cccnc1Cl	4%	-1%	-29%
CC(C)(C)[C@H]1C=C(C(N)=O)O[C@@H](OCCCCO)C1	11%	-5%	-22%
N#Cc1ccc2ccn(CC(=O)N3CCCc4ccccc43)c2c1	6%	-2%	?
COc1ccccc1C(=O)COC(=O)C1(C)CC1(Cl)Cl (configuration not stated)	-10%	-2%	7%
Cc1ccc(CNC(=O)CO/N=C/c2ccc(C(C)(C)C)cc2)cc1	-2%	-1%	?
C/C(=C1/SC(N2CCCC2)=NC1=O)c1ccc(Br)cc1	6%	-2%	?
Cc1ccc(NC(=O)CSc2nc(=O)cc(N)n2-c2ccccc2)cc1	6%&1%	-6%&-1%	-19%&6%
COc1ccc(C2C(C(C)=O)=C(O)C(=O)N2c2ccc(Br)cn2)cc1 (configuration not stated)	-6%	-3%	-14%
Cc1cc(NC(=O)CSc2nc(N)c(NC(=O)c3ccccc3F)c(=O)[nH]2)no1	1%	0%	?
CC(C)CCNC(=O)CN(C(=O)CCC(=O)Nc1ccccn1)c1ccc2c(c1)OCO2	38%	-1%	-13%
COc1ccc(/C=C(/NC(=O)c2ccc(Br)cc2)C(=O)N2CCOCC2)cc1	0%	-6%	15%
O=C(NCCc1ccc2c(c1)OCCO2)c1cc(S(=O)(=O)N2CCCC2)ccc1Cl	0%	-14%	18µM*
CCOc1ccccc1N(CC(=O)Nc1cc(OC)ccc1OC)S(=O)(=O)c1ccccc1	-23%	-3%	?
CC1CCCC(C)N1C(=O)COC(=O)C1CCN(S(=O)(=O)c2ccc3c(c2)OCCO3)CC1 (configuration not stated)	i	-1%	3%
O=c1c(S(=O)(=O)c2ccccc2)cn(Cc2ccc(F)cc2)c2cc(N3CCCCC3)c(F)cc12	8%	-2%	?
Cc1cc(NC(=O)NC(=O)c2ccccc2NC(=O)C(C)N)ccc1Oc1ncc(Br)cn1 (configuration not stated)	5%	/	0.65µM*

(cont.)
SMILES	FEN1 inh	GCN5L2 inh	DT40 TDP1 CPT
Cc1c(C(=O)O)[nH]c2c1C(=O)CC(c1ccc(C(C)(C)C)cc1)C2 (configuration not stated)	-3%	0%	3%
CCCCN1CC(COCc2ccccc2)Oc2cc(Br)ccc2S1(=O)=O (configuration not stated)	-15%	/	?
C/C=C/c1ccc(OCC(=O)NNC(=O)CN(C)S(=O)(=O)c2ccc(C)cc2)c(OC)c1	-6%	-3%	?
CC(=O)Nc1cccc(NC(=O)CSc2ccc(C(F)(F)F)cc2[N+](=O)[O-])c1	0%	-7%	2%
CCCNC(=O)COC(=O)/C(C#N)=C/c1cc(C)n(CCC)c1C	5%	-11%	-8%
Cc1ccc(NC(=O)CCC(=O)NNS(=O)(=O)c2ccccc2)c(C)c1	6%	-10%	?
CC(=O)NCCC(Cc1ccccc1)c1ccco1 (configuration not stated)	-4%	1%	-9%
Cc1cc(C)c2nncn2n1	-5%	-4%	-4%
O=C(Nc1ccccc1)c1cccc(S(=O)(=O)Oc2ccc([N+](=O)[O-])cc2)c1	-5%	-4%	?
NS(=O)(=O)c1ccc(CCNc2ccccc2[N+](=O)[O-])cc1	5%	-5%	-17%
O=C(Nc1ccc(Cl)c(Cl)c1)c1cccc(S(=O)(=O)NCc2cccnc2)c1	-14%	-3%	5.8µM*
Cc1ccc(NC(=O)C2CCN(S(=O)(=O)c3cnc[nH]3)CC2)cc1C	0%	-4%	-8%
CCc1ccc(NC(=O)c2ccc(NS(=O)(=O)c3c(C)noc3C)cc2)cc1	-11%	-11%	?
N#CC1=C(N)Oc2cc(N)ccc2C1c1ccsc1 (configuration not stated)	-2%	1%	0%
Cc1ccc(C)c(N2C(=O)CC(Cc3ccc(Cl)cc3)C2=O)c1 (configuration not stated)	-10%	-12%	-20%
COc1ccccc1CN(C)C(=O)COC(=O)c1cc(C)oc1C	-12%	-1%	-21%
O=C(COC(=O)COc1ccc2ccccc2c1)Nc1cc(C(F)(F)F)ccc1N1CCOCC1	-27%	-7%	4%
CCOc1c2ccc(C(=O)NCc3ccc(C)cc3)cc2nn1CC	-10%	-11%	9%
COc1ccc(/C=C/C(=O)OCC(=O)NC2CCCC(C)C2C)cc1 (configuration not stated)	0%	-1%	-28%
CCCc1cc(=O)oc2cc(C)c3c(-c4cccc(OC)c4)coc3c12	3%	-6%	-8%
O=C(Cn1cncn1)NCc1ccc(Cl)cc1	-13%	-1%	-9%
CC1(C)CC(=O)C2=C(C1)N(CCN1CCOCC1)C1=C(C(=O)CC(C)(C)C1)C2c1ccc(Cl)c([N+](=O)[O-])c1	-2%	-11%	?
O=C1C=C(c2cccc(Cl)c2)C[C@@H](c2ccc(F)cc2)C1	-1%	-2%	-20%
O=C(NCc1nnc(SCC(=O)N2CCOCC2)o1)c1cccs1	-4%	-6%	-15%
O=C(COC(=O)c1ccc(F)cc1Cl)NC1CCS(=O)(=O)C1 (configuration not stated)	9%	-9%	1%
CC12CCC(=O)N1C(C(=O)N1CCN(S(=O)(=O)c3ccccc3F)CC1)CS2 (configuration not stated)	11%	-3%	2%
Cc1cc(C)c2c(=O)c3c(oc2c1)C(=O)N(CCCOC(C)C)C3c1ccccc1F (configuration not stated)	-8%	-1%	5%
Cc1ccc(S(=O)(=O)NC(=O)Nc2ccccc2)cc1	0%	-1%	0%
C/C(=N/NC(=O)c1cccs1)c1cccc(NC(=O)C2CC2)c1	-1%	-1%	?
COc1ccc(CC(=O)OCC(=O)c2ccc(S(=O)(=O)N3CCCCC3)cc2)cc1	14%	-11%	-20%
NNC(=O)c1ccc(COc2ccc3c(c2)CCC3)cc1	-3%	19%	-29%
COc1cc(Cl)c(C)cc1NC(=O)c1cc(S(=O)(=O)N2CCCC2)ccc1F	-6%	3%	6%
CC(C)OC(=O)CSc1nc2ncccc2[nH]1	-4%	0%	-15%
CC(=O)Oc1ccc(OC(C)=O)c2c1C1C=CC2CC1	2%	/	?
CCOC(=O)c1ccc(NC(=O)CSc2nc(SC)ns2)cc1	-3%	/	?
CCOC(=O)N1CCC(NC(=O)CS(=O)(=O)Cc2nc(-c3ccccc3Cl)oc2C)CC1	-12%	-1%	-13%
Cc1csc(NC(=O)CSc2nnc(-c3ccncc3)n2C)n1	1%	-5%	-13%
NC(=O)COc1ccc2cc(-c3ccc(F)cc3)c(=O)oc2c1	10%	-20%	-1%
CCN(C(=O)c1cc(S(=O)(=O)N2CCOCC2)cn1C)c1ccc(OC)cc1	4%	-1%	-30%
CC(NC(=O)c1ccc([N+](=O)[O-])o1)C1CC2CCC1C2 (configuration not stated)	-6%	-8%	21µM*
N#Cc1cccc(NC(=O)N2CC[C@@]3(CCCN(C(=O)c4cnccn4)C3)C2)c1	/	-9%	?
O=C(Cn1cc(CCO)nn1)N1CCNCC1	-4%	11%	-4%
C=CCN=C(NC#N)SCC(=O)c1cccc(OC)c1	-1%	1%	-19%
